pPAFAH inh – pPAFAH enzyme inhibitors, primary screen, biochemical, fluorescence polarization, human; Platelet-activating factor acetylhydrolase (Homo sapiens), Q13093; recombinant pPAFAH, FP-rhodamine probe fluorescence polarization; inhibition, % at 3.39 µM; 330,000 tested, 1.5% active; AID 463082, 2010;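 active = inhibition above the mean inhibition across the screen plus 3 SD, cut at about 25% in these data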;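 note: inhibitors block binding of the rhodamine activity-based probe so polarization drops; 0% = enzyme with DMSO and 100% = wells lacking pPAFAH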
PAFAH2 inh – PAFAH2 enzyme inhibitors, primary screen, biochemical, fluorescence polarization, human; Platelet-activating factor acetylhydrolase 2, cytoplasmic (Homo sapiens), Q99487; recombinant PAFAH2, FP-rhodamine activity probe; inhibition, % at 3.39 µM; 340,000 tested, 0.99% active; AID 492956, 2010;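 active = inhibition above the mean over all tested compounds plus 3 SD, cut at about 30% in these data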;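 note: inhibitors block probe labeling of enzyme so polarization drops; 0% = enzyme with DMSO and 100% = wells lacking PAFAH2 protein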
PME-1 primary – PME-1 inhibitors via competitive probe labeling, primary screen, biochemical, fluorescence polarization, FP-Rh probe, HTS | Protein phosphatase methylesterase 1 (Homo sapiens), Q9Y570 | recombinant PME-1 | 320,000 tested, 0.53% active | inhibition, % at 5.9 µM;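 active = inhibition above the campaign mean of all compounds plus 3 SD, cut at about 26% in these data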;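 note: competitive labeling of PME-1 active site by serine hydrolase directed probe; 0% = PME-1 with DMSO and 100% = wells lacking PME-1 enzyme; inhibitors block probe labeling so polarization falls and inhibition rises; many of its hits are not listed in these tables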
GSTO1 counter – inhibitors of recombinant GSTO1, primary screen, counter-screen for RBBP9 inhibitor project, biochemical, fluorescence polarization. 300,000 tested, 1.1% active. AID 1974, 2009. inhibition, % at 5.96 µM. activity-based probe fluorescence polarization;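 active = inhibition above the campaign mean inhibition plus 3 SD, cut at about 35% in these data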;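 note: 0% = GSTO1-1 with DMSO and 100% = wells lacking GSTO1-1 enzyme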
Target sequence (P78417 whole entry, looked up): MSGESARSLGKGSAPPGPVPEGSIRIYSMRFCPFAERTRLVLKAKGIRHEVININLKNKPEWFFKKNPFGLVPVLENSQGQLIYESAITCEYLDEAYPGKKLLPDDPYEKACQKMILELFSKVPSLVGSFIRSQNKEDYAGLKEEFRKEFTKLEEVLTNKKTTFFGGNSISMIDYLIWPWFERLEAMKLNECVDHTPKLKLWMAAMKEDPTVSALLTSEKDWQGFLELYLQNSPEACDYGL
PAFAH1B2 inh – PAFAH1B2 enzyme inhibitors, primary screen, biochemical, fluorescence polarization, human | AID 492953, 2010 | 340,000 tested, 1.2% active | Platelet-activating factor acetylhydrolase IB subunit alpha2 (Homo sapiens), P68402 | recombinant PAFAH1B2, FP-rhodamine activity probe | inhibition, % at 3.39 µM;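 active = inhibition above the mean of all tested compounds plus 3 SD, cut at about 24% in these data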;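 note: 0% = enzyme with DMSO and 100% = wells lacking PAFAH1B2; many of its hits are not listed in these tables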
Target sequence (P68402 whole entry, looked up): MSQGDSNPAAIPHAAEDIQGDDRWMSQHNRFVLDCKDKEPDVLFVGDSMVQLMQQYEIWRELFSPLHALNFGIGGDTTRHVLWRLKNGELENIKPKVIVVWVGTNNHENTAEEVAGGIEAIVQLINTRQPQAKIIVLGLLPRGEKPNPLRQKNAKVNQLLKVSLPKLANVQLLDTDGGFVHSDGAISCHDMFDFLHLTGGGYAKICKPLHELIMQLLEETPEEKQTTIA
Fam108B counter – mouse Fam108B serine hydrolase inhibitors, primary screen, counter-screen for RBBP9 inhibitor project, biochemical, fluorescence polarization. recombinant Fam108B, FP-Rh probe fluorescence polarization. inhibition, % at 9.51 µM. 300,000 tested, 0.33% active;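 active = inhibition above the screen mean inhibition plus 3 SD, computed separately per campaign, cut at about 18% in these data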;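 note: inhibitors lower polarization as less probe binds the enzyme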
PAD4 inh – human PAD4 inhibitors, primary screen, biochemical, fluorescence polarization, 1536-well format | recombinant PAD4, RCA probe fluorescence polarization | 330,000 tested, 0.41% active | inhibition, % at 6.36 µM;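 active = percent inhibition above a cutoff equal to the mean of all tested compounds plus 3 SD, cut at about 15% in these data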;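 note: 0% = PAD4 with RCA probe and DMSO and 100% = probe without PAD4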
PAFAH1B3 inh – PAFAH1B3 enzyme inhibitors, primary screen, biochemical, fluorescence polarization, human | recombinant PAFAH1B3, FP-rhodamine probe | AID 492972, 2010 | 340,000 tested, 0.28% active | inhibition, % at 3.39 µM;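 active = inhibition above the screen-wide average of all tested compounds plus 3 SD, cut at about 25% in these data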;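 note: 0% = enzyme with DMSO only and 100% = wells lacking PAFAH1B3 protein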
Target sequence (Q15102 whole entry, looked up): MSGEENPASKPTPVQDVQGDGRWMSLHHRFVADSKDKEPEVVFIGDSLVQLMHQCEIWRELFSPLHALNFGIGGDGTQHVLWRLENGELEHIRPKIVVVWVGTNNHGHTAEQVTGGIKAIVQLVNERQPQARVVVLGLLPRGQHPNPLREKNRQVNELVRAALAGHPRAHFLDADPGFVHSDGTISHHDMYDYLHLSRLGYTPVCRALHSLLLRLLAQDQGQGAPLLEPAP
LYPLA1 inh – LYPLA1 inhibitors, primary screen, counter-screen for PME1 inhibitor project, biochemical, fluorescence polarization, FP-Rh probe ABPP. Acyl-protein thioesterase 1 (Homo sapiens), O75608. recombinant LYPLA1. inhibition, % at 5.9 µM. 320,000 tested, 0.16% active;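 active = inhibition above the mean of all tested compounds plus 3 SD, set per campaign, cut at about 14% in these data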;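 note: inhibitors block serine hydrolase probe labeling of LYPLA1 so polarization falls; 0% = enzyme with DMSO and 100% = wells lacking LYPLA1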
Target sequence (O75608 whole entry, looked up): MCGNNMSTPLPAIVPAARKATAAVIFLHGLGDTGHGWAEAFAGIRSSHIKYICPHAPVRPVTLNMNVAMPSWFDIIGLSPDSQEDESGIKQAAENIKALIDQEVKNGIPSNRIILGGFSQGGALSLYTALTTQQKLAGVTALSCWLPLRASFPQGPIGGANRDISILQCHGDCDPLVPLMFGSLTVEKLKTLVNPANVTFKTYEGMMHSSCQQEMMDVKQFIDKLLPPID
Starred values were filed as active, the others as inactive; x = no result given. Some of the compounds tested; the hit share may differ from the screen's.

SMILES	pPAFAH inh	PAFAH2 inh	PME-1 primary	GSTO1 counter	PAFAH1B2 inh	Fam108B counter	PAD4 inh	PAFAH1B3 inh	LYPLA1 inh
O=C(NC1CCCCC1)c1n[nH]c2c1CC(c1ccccc1)CC2 (centres undefined)	6	-7	-2	-2	3	-4	-4	7	-4
c1coc(CNc2nc3nonc3nc2NCc2ccco2)c1	-2	-2	-7	9	2	0	3	2	-2
O=C(c1ccco1)N1CCN(Cc2cn[nH]c2-c2cccc3ccccc23)CC1	4	1	18	5	2	0	0	-3	-3
O=C(Cn1ccccc1=O)c1ccc(Cl)cc1	-1	4	0	-4	1	2	-3	6	2
CCOC(=O)c1c(C)nc(SCC(N)=O)c(C#N)c1-c1ccccc1	7	1	0	-9	-1	3	3	8	-2
COc1cc2cc(Oc3ccc4ccc(=O)oc4c3)c(=O)oc2cc1OC(C)=O	-2	-36	2	2	-2	2	-1	6	2
O=C(CN(C(=O)C1COc2ccccc2O1)c1ccccc1)NCC1CCCO1 (centres undefined)	1	6	0	2	-1	-5	-1	-1	-1
CCN(C(=O)CSc1nc(-c2ccccc2)cn1N)c1c(N)n(Cc2ccccc2)c(=O)[nH]c1=O	0	4	-7	0	-4	1	-4	1	-2
COc1ccc(C(=O)NC(Cc2c[nH]c3ccccc23)C(=O)O)cc1 (centres undefined)	1	-2	-2	-3	5	-4	2	7	1
O=C(CSc1ccccc1)N/N=C/c1ccccc1O	4	14	-2	-10	27*	1	-6	4	4
CC(C)Sc1nc2ccsc2c(=O)[nH]1	-1	-2	-4	-6	2	-3	-1	4	1
COc1ccc(C(=O)OCc2nnc(-c3ccccc3)o2)cc1S(=O)(=O)N1CCOCC1	-4	79*	-4	9	0	-3	-2	0	0
COc1cccc2cc(C(C)=O)oc12	5	3	-2	-3	2	0	3	2	-5
CC1CCCN(C(=O)CSc2nc3ncccc3[nH]2)C1 (centres undefined)	0	1	-9	8	0	6	4	1	-1
CS(=O)(=O)N1N=C(c2ccco2)CC1c1ccccc1Cl (centres undefined)	2	4	5	4	10	3	2	9	-1
CCCNC(=O)c1nc(C)n(-c2cc(Cl)cc(Cl)c2)n1	-3	5	-3	2	3	-5	-3	5	-5
Cc1ccc(N2CC(C(=O)Nc3ccc4c(c3)OCO4)CC2=O)cc1C (centres undefined)	-6	-1	-5	-1	-3	-1	5	8	-3
O=C(NCc1ccc2c(c1)OCO2)C(=O)Nc1cc2c3c(c1)CC(=O)N3CCC2	14	10	-6	4	7	0	-4	-4	4
CN(C(=O)COC(=O)Cc1ccc(Cl)cc1)C1CCCCC1	15	2	x	x	3	x	2	8	x
CCN1CCCc2cc(CN(CCN3CCOCC3)C(=S)Nc3ccc(OC)c(Cl)c3)ccc21	6	-7	0	9	2	1	-4	8	2
CO/N=C/c1ccc(N2CCN(C(=O)c3ccc(Cl)cc3Cl)CC2)c([N+](=O)[O-])c1	13	2	11	-4	-3	-4	-4	0	2
O=C(NC(C(=O)c1ccccc1)n1ccc(=O)[nH]c1=O)c1ccccc1 (centres undefined)	3	0	2	-1	4	4	0	5	0
CCCOc1ccc(-c2c(C(=O)N/N=C(\C)COc3ccccc3)nnn2-c2nonc2N)cc1	-5	4	-9	6	3	-5	-2	-7	-2
Cc1ccc(NC2CCCN(C(=O)c3cccs3)C2)cc1C (centres undefined)	7	7	4	6	-2	3	3	11	2
CC(=O)NN1C(=O)c2ccccc2NC1c1ccccc1F (centres undefined)	5	-1	-4	-2	-2	-1	-5	6	2

Next structures follow.
SMILES	pPAFAH inh	PAFAH2 inh	PME-1 primary	GSTO1 counter	PAFAH1B2 inh	Fam108B counter	PAD4 inh	PAFAH1B3 inh	LYPLA1 inh
Cn1c(SCC(=O)Nc2ccc3nc(SCC(=O)NC4CC4)sc3c2)nnc1-c1ccccc1	-1	1	-3	-2	5	-2	-5	7	4
O=C(CCSc1ccc(Cl)cc1)NC1CCCC1	5	-2	-3	-3	26*	-3	-3	10	-4
CCNC(=S)NNC(=O)Nc1ccccc1	3	0	2	0	11	1	-2	6	1
Cc1c(Cl)cccc1NC(=S)NCCc1ccc(S(N)(=O)=O)cc1	5	2	-4	2	5	-3	-3	0	0
CCOc1ccc(NC(=O)NNC(=O)c2ccc(Cl)cc2Cl)cc1	-4	11	0	2	3	5	0	9	-1
CN(Cc1ccccc1)C(=O)CN1C(=O)c2ccccc2C1=O	2	-3	9	-2	1	4	-1	6	5
COc1ccccc1OC(=O)c1cc(Cl)nc2ccccc12	2	2	0	4	-1	-1	-2	2	-1
Cc1cn2c(-c3cccnc3)nnc2s1	3	-1	4	-2	-1	-5	-5	-4	3
COc1cccc(-c2csc(N3CCN(C(=O)C4CCCCC4)CC3)n2)c1	1	-6	1	3	3	0	-5	2	2
COc1cccc(/C=c2\s/c(=C\C(=O)C(C)(C)C)[nH]c2=O)c1	2	3	-2	-19	3	-8	-3	3	-5
COc1ccc(OC)c(S(=O)(=O)N2CCC(C(=O)Nc3cccc(C)c3)CC2)c1	-2	0	-4	8	1	4	-2	4	-5
O=C(CC1Oc2ccccc2NC1=O)NCc1ccc(Cl)cc1 (centres undefined)	3	5	2	12	21	0	3	-1	0
CC(C)OC(=O)c1cccc(C(=O)O)n1	-3	4	-1	12	-1	8	3	12	-2
N#Cc1ccccc1S(=O)(=O)N1CCN(CC(O)c2ccccc2)CC1 (centres undefined)	1	-6	2	4	2	2	4	4	4
Cc1oc2cc3oc(=O)c(CCC(=O)NCc4ccccn4)c(C)c3cc2c1C	3	7	4	-5	6	2	4	-3	4
COc1cccc(-c2nc(N3CCCC3)c3ccccc3n2)c1O	7	-6	8	18	0	6	2	7	4
CC(C)CCNC(=O)CO/N=C/c1ccccc1OC(F)F	3	1	-3	0	3	3	-2	2	6
Cc1ccc(S(=O)(=O)N2CCCC2C(=O)Nc2cc(C)on2)cc1 (centres undefined)	1	2	-1	6	-7	5	1	3	-2
O=C1CC(NC(=O)C(F)(F)F)=NN1c1ccccc1	-8	6	-5	44*	3	-1	-13	-1	-2
O=C(Cn1nnc(-c2ccccc2F)n1)OCC(=O)c1ccccc1	2	9	0	-2	2	0	-4	5	3
O=C(CSc1ccc(-c2ccco2)nn1)N1CCCCC1	11	8	-4	7	-1	9	-6	1	-1
C=CCSc1nc(C)cc2c1C(=O)OC2	2	3	2	15	1	-1	-1	3	-7
Cc1cc(C)nc(SCC(=O)N2CCOCC2)n1	-1	-4	-1	6	8	-1	-1	3	-1
COCc1cc(C)nc2sc(C(=O)NC3CCCCC3)c(N)c12	-2	5	2	-1	-3	6	-2	2	1
O=C(CN1CCc2ccccc2C1)Nc1ccccc1Cl	4	-1	-6	9	3	-1	0	0	-4
COc1cccc(OC)c1C(=O)Nc1sc2c(c1C#N)CCC2	-2	11	6	2	4	-1	-4	10	2
O=C(CSc1nc2cccnc2n1Cc1ccccc1)NC1CCCCC1	0	2	10	10	5	-2	-2	6	3
Cc1cccc(NC(=S)/N=C(\N)Nc2nc(C)c3cc(C)ccc3n2)c1	-8	-15	-2	-6	-3	-11	-3	-7	-8
COc1ccc(CCC(=O)NCCOc2ccc(C)cc2)cc1	-11	-4	-3	13	3	-1	1	4	0
CCCCNC(=O)COc1ccccc1C(=O)c1cc(C#N)c(=O)n(CCOC)c1	-6	4	-15	-5	-1	-5	-7	1	-5

In the list so far, 14 have four or more nitrogen atoms.
SMILES	pPAFAH inh	PAFAH2 inh	PME-1 primary	GSTO1 counter	PAFAH1B2 inh	Fam108B counter	PAD4 inh	PAFAH1B3 inh	LYPLA1 inh
c1coc(CNc2nc3nonc3nc2NCc2ccco2)c1	-2	-2	-7	9	2	0	3	2	-2
O=C(c1ccco1)N1CCN(Cc2cn[nH]c2-c2cccc3ccccc23)CC1	4	1	18	5	2	0	0	-3	-3
CCN(C(=O)CSc1nc(-c2ccccc2)cn1N)c1c(N)n(Cc2ccccc2)c(=O)[nH]c1=O	0	4	-7	0	-4	1	-4	1	-2
CC1CCCN(C(=O)CSc2nc3ncccc3[nH]2)C1 (centres undefined)	0	1	-9	8	0	6	4	1	-1
CCCNC(=O)c1nc(C)n(-c2cc(Cl)cc(Cl)c2)n1	-3	5	-3	2	3	-5	-3	5	-5
CCN1CCCc2cc(CN(CCN3CCOCC3)C(=S)Nc3ccc(OC)c(Cl)c3)ccc21	6	-7	0	9	2	1	-4	8	2
CO/N=C/c1ccc(N2CCN(C(=O)c3ccc(Cl)cc3Cl)CC2)c([N+](=O)[O-])c1	13	2	11	-4	-3	-4	-4	0	2
CCCOc1ccc(-c2c(C(=O)N/N=C(\C)COc3ccccc3)nnn2-c2nonc2N)cc1	-5	4	-9	6	3	-5	-2	-7	-2
Cn1c(SCC(=O)Nc2ccc3nc(SCC(=O)NC4CC4)sc3c2)nnc1-c1ccccc1	-1	1	-3	-2	5	-2	-5	7	4
CCNC(=S)NNC(=O)Nc1ccccc1	3	0	2	0	11	1	-2	6	1
Cc1cn2c(-c3cccnc3)nnc2s1	3	-1	4	-2	-1	-5	-5	-4	3
O=C(Cn1nnc(-c2ccccc2F)n1)OCC(=O)c1ccccc1	2	9	0	-2	2	0	-4	5	3
O=C(CSc1nc2cccnc2n1Cc1ccccc1)NC1CCCCC1	0	2	10	10	5	-2	-2	6	3
Cc1cccc(NC(=S)/N=C(\N)Nc2nc(C)c3cc(C)ccc3n2)c1	-8	-15	-2	-6	-3	-11	-3	-7	-8

High-throughput results from PubChem BioAssay.
